A549 viability: kills or reduces viability of A549 cells in Nrf2 counter-screen; A549 ARE-Fluc cells, CellTiter-Fluor viability, 18-24 h; Potency, µM (doses to about 46 µM), for inactives: top-dose activity change, negative = cytotoxicity, hits mostly inhibitors; 0.16% of 390,000 active; AID 504648; note: potency is the fitted concentration of half-maximal effect; % is set by controls: 0 for no effect and ±100 for the full control effect
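A549 ARE-Fluc cells in 5% FBS OPTI-MEM, 5000 cells/well, rested 2 h then exposed to compounds in concentration-response for 18-24 h at 37 °C. Viability by CellTiter-Fluor fluorescence (Ex 405/Em 525) after 30 min; luciferase luminescence (BugLite, 15 min, RT) read afterwards.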
HepG2 tox: counter-screen for TGF-b inhibitors: cytotoxicity in HepG2 cells. 0.76% of 410,000 active. Potency, µM (highest dose often 46.1 µM), without a hit: at the top dose activity change, negative = cytotoxicity, hits mostly cytotoxic. HepG2 CAGA-GFP viability, ATP luminescence, 18 h; note: potency is the fitted concentration of half-maximal effect; some results filed as inactive show a strong effect at the top dose
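CellTiter-Glo luminescence gave cytotoxicity after 18 hours at 37 degrees C. The cells were HepG2 CAGA-GFP in 1% FBS DMEM, stimulated with 500 pg/mL TGF-beta after compound addition. %Activity was normalised to no-cell wells (complete cell-killing) and DMSO (no toxicity), and curves were fitted and classified.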
Nrf2 activator: Nrf2 pathway activation | 0.31% of 410,000 active | AREc32 ARE-luciferase reporter (MCF7-derived line), luminescence, 24 h | Potency, µM (series often up to 46.1 µM), without a hit: at the highest dose activation, hits mostly activators | AID 624171; note: potency is the fitted concentration of half-maximal effect; % of control where 0% means no effect; nearly all actives have a fitted effect of over 65% in size
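Luminescent ARE reporter assay in AREc32_Fluc cells: overnight plating at 37 deg C, 24 hr compound incubation, Steady-Glo added, 30 min RT before reading.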
MCF10A rereplic: induces DNA re-replication in MCF 10a normal breast cells. Potency, µM (doses to about 46.1 µM), for inactives: top-dose activity, positive = re-replication, most hits filed as activators. MCF 10A DNA re-replication, Hoechst nuclear intensity, 48 h. 2.9% of 350,000 active; note: potency is the fitted concentration of half-maximal effect; % of control where 0% means no effect; nearly all actives have a fitted effect of over 50% in size
ATXN viability: reduces viability in counter-screen for ATXN expression inhibitors; S2 cells (HEK-293 line with an ATXN2-luciferase reporter) viability, CellTiter-Fluor protease fluorescence, 24 h; Potency, µM (top dose mostly 56.7 µM), usual class: cytotoxic; 0.49% of 400,000 active; note: potency is the fitted concentration of half-maximal effect; nearly all actives have a fitted effect of over 40% in size
Nrf2 block: inhibitors of Nrf2 signaling. A549 ARE-Fluc reporter, luciferase luminescence, 18-24 h. Potency, µM (highest dose often 46 µM), without a hit: at the top dose activity change, negative = inhibition, actives largely listed as inhibitors. 2.1% of 360,000 active. AID 504444; note: potency is the fitted concentration of half-maximal effect; % is set by controls: 0 for no effect and ±100 for the full control effect; nearly all actives have a fitted effect of over 60% in size
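In this cell-based qHTS, ARE-driven firefly luciferase in A549 cells reports Nrf2 activity; the luminescent signal after BugLite lysis is the measured value, with a prior CellTiter-Fluor read for cell health.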
ATXN2 expr inh: ATXN2 expression inhibition; 0.72% of 360,000 active; Potency, µM (titrated, usually from 57 µM), inactives show at the top dose activity change, negative = inhibition, hits mostly inhibitors; HEK-293 ATXN2-luciferase reporter, luminescence, 24 h; AID 1745845; note: potency is the fitted concentration of half-maximal effect; % is set by controls: 0 for no effect and ±100 for the full control effect; nearly all actives have a fitted effect of over 55% in size
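ATXN2-luciferase reporter cells (luciferase flanked by upstream and downstream ATXN2 gene portions) were treated 24 h at 37 °C with compounds at up to 57 uM. SteadyGlo luminescence gave expression; GF-AFC fluorescence gave viability.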
TGFb inhibitor: TGF-b pathway inhibition. HepG2 CAGA-GFP TGF-b/SMAD3 reporter, GFP fluorescence, 18 h; TGF-beta stimulated, 500 pg/mL final. 1.2% of 410,000 active. Potency, µM (doses to about 46.1 µM), for inactives: at the highest dose activity, negative = inhibition, hits mostly inhibitors; note: potency is the fitted concentration of half-maximal effect; % is set by controls: 0 for no effect and ±100 for the full control effect; nearly all actives have a fitted effect of over 65% in size
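TGF-beta reporter screen: HEPG2 CAGA-GFP, 1% FBS, 500 pg/mL TGF-beta final, 18 h; per-cell GFP summed per well; curves fitted and categorized by class.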
IL1B secr inh: blocks inflammasome-driven IL-1 beta release; THP-1 LPS/ATP IL-1B secretion, AlphaLISA, 16 h; stronger effect = lower value; activity change, % at 57.5 µM; 4.7% of 360,000 active; AID 743279; in the data active = activity change below about -50%; inconclusive = mostly about -30% to -49%; note: % is set by controls: 0 for no effect and ±100 for the full control effect
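Secreted IL-1B measured by AlphaLISA bead assay after 16 h compound exposure of THP-1 cells; compounds (final up to 57.5 uM) added 1 h before LPS (250 ng/mL) and ATP (1.25 mM) stimulation; lower signal means less secretion.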
Active calls of the source: *; i = inactive; ? = inconclusive; · = no result given; [ ] = remark or other dose. Unless noted, calls come from the whole dose curve; as a rule, active = well fitted curve in the direction sought with a large enough effect; inconclusive = small, poorly fitted or top-dose-only effect, or another doubt; inactive = no such curve, though single readings can be large; an effect the other way counts as inactive or inconclusive.

SMILES | A549 viability | HepG2 tox | Nrf2 activator | MCF10A rereplic | ATXN viability | Nrf2 block | ATXN2 expr inh | TGFb inhibitor | IL1B secr inh
CCCNCc1cc(OC)c(OCC(=O)NCCc2ccccc2)cc1Br | -19% | -11% | 0.0% | 12% | i | -2% | -2% | -3% | -6
Cc1ccc(C(C)C)c(OCC(=O)NNC(=O)C(C(C)C)N2C(=O)c3ccccc3C2=O)c1 (stereo not given) | -9% | 13% | -0.5% | -2% | i | -9% | 1% | 8% | 9
O=C(CNC(=O)c1ccc(Br)o1)Nc1cccc(-c2cnc3ccccc3n2)c1 | -13% | -25% | 3.9% | ? | ? | ? | ? | ? | 90
O=C(Nc1sc2c(c1CN1CCOCC1)CCC2)c1ccc(F)cc1 | 1% | -5% | 7.3% | 3% | i | 5% | 10% | -1% | 0
O=C(N/N=C/c1cn(-c2ccccc2)nc1-c1cc2ccccc2o1)c1cccnc1 | -10% | 10% | 11% | ? | i | ? | · | -8% | -222*
Cc1cc(C)n(CCCNC(=O)c2ccc(S(=O)(=O)NCc3ccco3)cc2)n1 | -7% | 11% | -0.6% | 5% | i | -21% | 10% | -1% | 22
CSCCC(NC(=O)COc1ccccc1)C(=O)NC1CCC(C)CC1 (stereo not given) | -2% | 3% | -1.0% | 14% | i | 7% | -2% | -2% | -12
CC1=NNC(=O)C1CC(=O)N/N=C/c1sccc1C (stereo not given) | -12% | 6% | -0.4% | ? | i | 0% | 15% | 12% | -14
C=CCN1C(=O)c2ccc(C(=O)NCC(c3ccccc3)N(C)C)cc2C1=O (stereo not given) | 0% | -10% | -0.4% | 2% | i | -1% | 1% | 7% | -3
CCOc1ccc(C2C(C(=O)c3ccco3)=C(O)C(=O)N2CCN2CCOCC2)cc1OCC (stereo not given) | -11% | -3% | 0.5% | -2% | i | 4% | 3% | 16% | -11
Cc1ccc(-c2csc3ncn(CC(=O)OC(C)C)c(=O)c23)cc1 | -2% | 0% | -0.7%[9.22 µM] | 0% | i | -4% | -13% | -5% | -26
CCOC(=O)c1ccc(NC(=O)CSc2nnc(COc3ccccc3OC)n2C)cc1 | -17% | -4% | 0.5% | 0% | i | 16% | 0% | 1% | -7
CCOC(=O)C1CCN(c2ncnc3c2oc2ccccc23)CC1 | -1% | -32% | 0.0% | ? | i | 5% | -27% | -18% | 11
Nc1cnc(-c2ccccc2)nc1Cl | -4% | 3% | 14% | 4% | i | ? | 33%[activator] | 4% | 7
O=C(NC1CC(=O)N(c2cccc(F)c2)C1)c1cccs1 (stereo not given) | 0% | 1% | 0.2% | · | · | · | · | -21% | ·

Continued; it opens with the three that closed the last part.
SMILES | A549 viability | HepG2 tox | Nrf2 activator | MCF10A rereplic | ATXN viability | Nrf2 block | ATXN2 expr inh | TGFb inhibitor | IL1B secr inh
CCOC(=O)C1CCN(c2ncnc3c2oc2ccccc23)CC1 | -1% | -32% | 0.0% | ? | i | 5% | -27% | -18% | 11
Nc1cnc(-c2ccccc2)nc1Cl | -4% | 3% | 14% | 4% | i | ? | 33%[activator] | 4% | 7
O=C(NC1CC(=O)N(c2cccc(F)c2)C1)c1cccs1 (stereo not given) | 0% | 1% | 0.2% | · | · | · | · | -21% | ·
Cc1ccccc1-c1cc(C(=O)N/N=C/c2cccnc2)c2ccccc2n1 | 0% | -1% | 0.2% | 7% | i | -18% | 4% | 0% | 25
O=c1n(Cc2ccccc2)c(O)c2n1Cc1ccccc1N=C2c1ccccc1 | · | 0% | 0.6% | · | i | · | 2% | -28% | -3
CCc1nc2ccc(C(=O)NCc3ccc(SC)cc3)cc2nc1CC | -1% | -11% | 5.0% | · | · | · | · | -4% | ·
C[C@H](CO)N1C[C@H](C)[C@@H](CN(C)C(=O)Nc2ccccc2)Oc2c(NS(=O)(=O)c3ccccc3)cccc2C1=O | 4% | 9% | 0.7% | 1% | i | 12% | 3% | 6% | -2
CCOc1ccc(C(=O)CCC(=O)NNC(=O)c2ccncc2)cc1 | 2% | 1% | 4.3% | 7% | i | 11% | 1% | -14% | 0
O=C(Cc1ccccc1)Nn1c(-c2ccccc2F)nc2ccccc2c1=O | 6% | -7% | 0.5% | -3% | i | 8% | 1% | ? | 0
COC(=O)C1C2CC3c4[nH]c5cc(OC)ccc5c4CCN3CC2CC(O)C1OC (stereo not given) | 7% | 3% | 3.0% | -4% | i | 16% | 8% | 20% | 2
COCCCN1C(=O)/C(=C\c2cccs2)C(C(=O)OC)=C1C | -7% | -4% | 0.2% | -4% | i | -7% | 4%[11.3 µM] | 5% | -9
O=C(CSc1nc2ccccc2nc1N1CCOCC1)Nc1ccccc1F | -6% | -24% | 0.4% | 0% | i | -15% | 125%[activator] | -10% | -6
CC(=O)NCCC(=O)Nc1cc(S(=O)(=O)Nc2ccc(Cl)cc2)ccc1N1CCCC1 | 0% | -2% | -0.6% | 4% | i | -24% | -11% | -20% | -2
COc1ccccc1N1CC=C(c2cccc([N+](=O)[O-])c2)NC1=O | 1% | -1% | 3.4% | -3% | i | 10% | · | 12% | ?
CCOC(=O)c1c(NC(=O)c2ccc(Cl)cc2)csc1C | 3% | 0% | 22% | -58%[inhibitor] | i | 15% | -3% | 8% | -2
CCC(Sc1nc(=O)cc(N)n1CCc1ccccc1)C(=O)Nc1cc(C)on1 (stereo not given) | 10% | -30% | -0.6% | -4% | i | 7% | 3% | -20% | -19
C=CCC(=O)OCC(=O)Nc1ccc(Cl)cn1 | -4% | -26% | 3.3% | -5% | ? | 8% | 11% | ? | -19
CN(C)c1nc(Oc2ccc(=O)n(C)n2)nc(N2CCOCC2)n1 | -2% | 1% | -0.7% | 29% | i | 18% | 25% | 0% | 12
O=C1Nc2ccc(S(=O)(=O)N3CCCC3C(=O)O)c3cccc1c23 (stereo not given) | 13% | 7% | -0.2% | -2% | i | 13% | -3% | 0% | 22
O=C1OC(CN(Cc2ccccc2)Cc2ccccc2)CN1N=Cc1ccc([N+](=O)[O-])o1 (stereo not given) | 8% | -7% | 6.6% | 26% | i | -2% | -16% | -5% | -1
COc1ccc(CN2CCC(CO)(Cc3cccc(C(F)(F)F)c3)CC2)cc1Cn1cccn1 | -1% | -81% | 0.4% | ? | i | 6% | · | ? | -75*
CCOC(=O)c1nnn(CC(=O)N2N=C(c3ccc(Cl)cc3)CC2c2ccccc2)c1C(=O)OCC (stereo not given) | -18% | -25% | -0.8% | 19% | i | -6% | 2% | 38%[activator] | 1
CN1CCCN(Cc2ccc(Cl)cc2Cl)CC1 | 2% | -4% | -1.1% | 3% | i | 12% | -10% | 20% | -5
CCc1ccc(-n2c(=S)sc3c(=O)n(-c4ccccc4)c(SCC(=O)O)nc32)cc1 | -4% | 5% | -0.4% | 13% | i | -11% | -3% | 0% | 25
CC[C@]12c3[nH]c4ccccc4c3CCN1C(=O)C(CC(=O)NCCCn1ccnc1)C[C@@H]2C(=O)N1CCN(C(=O)c2ccco2)CC1 (stereo not given in full) | 7% | -16% | -1.5% | -15% | i | 10% | 1% | -3% | -3
Cc1ccc(C)c(NC(=S)N(C)CCc2ccccn2)c1 | 12% | -6% | 0.4%[9.22 µM] | 0% | i | -8% | -4% | -13% | 9
O=c1oc(-c2ccc([N+](=O)[O-])cc2)nc2ccccc12 | 0% | -2% | 0.0% | 3% | i | -22% | · | 9% | -7
COc1cc(NC(=O)C2CCCN2S(=O)(=O)c2ccc3c(c2)CCC(=O)N3)cc(OC)c1 (stereo not given) | 3% | -9% | 6.3% | -4% | i | -13% | -2% | 0% | 0
Cc1cccc([C@@H]2[C@@H]3C(=O)N(Cc4ccccc4)C(=O)[C@@H]3[C@]3(Cc4ccc(Cl)cc4)C(=O)N(c4ccccc4)C(=O)N23)c1 | 0% | 0% | 0.1% | 10% | i | 1% | 2% | -17% | -12
Cc1nc2ccc(Br)cn2c1C(=O)N/N=C\c1ccc(C(C)C)cc1 | 0% | -7% | -0.5% | 6% | ? | 3% | · | 4% | 42
CCOC(=O)N1CCN(c2cc(NCCO)c([N+](=O)[O-])c3nonc23)CC1 | -23% | -23% | -0.2% | -4% | ? | 3% | -8% | ? | 7
CC(O)CNCc1ccccc1C(F)(F)F (stereo not given) | 3% | -7% | 0.3% | ? | i | -2% | 1% | -2% | -2
COC(=O)c1ccccc1C(=O)N1CCCC(CNC(=O)c2ccc(F)cc2)C1 (stereo not given) | -3% | -13% | -0.2% | -1% | i | 3% | 10% | -8% | 16
CC1CCN(Cc2c(C(=O)N/N=C/c3ccc(C(C)C)cc3)nnn2-c2nonc2N)CC1 | -1% | -9% | -0.8% | 8% | i | -20% | -34% | 0% | -4
CCCc1nnc(NC(=O)CN2C(=O)c3ccccc3S2(=O)=O)s1 | -3% | -17% | -0.4% | 0% | ? | 2% | -29% | -14% | 43
COc1ccc(-c2ccccc2)cc1NCc1ccc(OC)c(OC)c1 | 3% | -6% | 4.1% | 11% | i | 8% | -1% | 13% | -10
COC(=O)C1=C(C)N=C2SCCC(=O)N2C1c1ccc(OC(=O)c2ccco2)cc1 (stereo not given) | -3% | 0% | 5.2% | -9% | ? | 16% | 8% | -2% | 21
CC(C)(C)c1nnc2sc(SCC(=O)c3ccc4c(c3)OCCO4)nn2c1=O | 1% | 0% | 3.9% | ? | i | 0% | -19% | 0% | ?
Cc1ccc2oc(-c3cccc(NC(=O)Cc4ccc(Cl)cc4)c3)nc2c1 | 3% | -4% | 3.6% | · | ? | 0% | 4% | -4% | ·
Cc1ccc(C)c(N2CCN(c3nc4ccccc4c(=O)n3-c3ccc(Cl)cc3)CC2)c1 | 1% | -13% | 0.5% | · | · | -2% | · | -26% | ·
